ROC1-CUL1 inh: inhibitors of human ROC1-CUL1 ubiquitin ligase activity; AID 1347404, 2020; 140,000 tested, 0.6% active; inhibition, % at 10 µM; in vitro K48 di-Ub FRET, acceptor:donor ratio, 45 min; in the data active means inhibition above about 25%
Target sequence (P62877 whole entry, looked up): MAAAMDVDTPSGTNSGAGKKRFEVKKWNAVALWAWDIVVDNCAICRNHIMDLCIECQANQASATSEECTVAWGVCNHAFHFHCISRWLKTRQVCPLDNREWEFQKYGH
Target sequence (Q13616 whole entry, looked up): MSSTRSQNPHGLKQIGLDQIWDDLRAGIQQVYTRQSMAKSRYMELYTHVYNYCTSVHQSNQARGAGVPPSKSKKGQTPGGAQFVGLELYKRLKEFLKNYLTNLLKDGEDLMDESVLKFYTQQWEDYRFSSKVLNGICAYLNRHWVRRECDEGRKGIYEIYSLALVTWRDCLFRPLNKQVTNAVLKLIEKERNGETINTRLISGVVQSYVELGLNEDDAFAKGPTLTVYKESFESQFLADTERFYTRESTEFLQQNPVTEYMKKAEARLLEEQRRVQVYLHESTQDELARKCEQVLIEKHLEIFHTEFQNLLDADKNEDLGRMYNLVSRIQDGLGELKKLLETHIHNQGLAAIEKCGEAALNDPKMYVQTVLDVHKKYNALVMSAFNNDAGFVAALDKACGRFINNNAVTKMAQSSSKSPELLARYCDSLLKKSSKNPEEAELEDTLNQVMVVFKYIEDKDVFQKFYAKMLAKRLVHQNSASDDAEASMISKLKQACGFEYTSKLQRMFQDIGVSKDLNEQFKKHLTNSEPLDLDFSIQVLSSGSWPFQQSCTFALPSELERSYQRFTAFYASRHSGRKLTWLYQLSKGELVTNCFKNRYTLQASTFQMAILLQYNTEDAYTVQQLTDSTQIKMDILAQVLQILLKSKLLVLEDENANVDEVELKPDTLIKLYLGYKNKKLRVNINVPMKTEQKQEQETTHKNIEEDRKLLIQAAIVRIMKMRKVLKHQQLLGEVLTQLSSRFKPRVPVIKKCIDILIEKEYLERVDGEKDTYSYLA
The depositor's hits bear a star. Some of the compounds tested (hit frequency here may not be typical).

C=CCOC(=O)C1C(C)=NC(=S)NC1c1cccc(Cl)c1 (configuration not stated) was read as ROC1-CUL1 inh 1.
`CCc1ccc(NC(=O)CC2C(=O)N(c3ccc(Cl)cc3)C(=O)N2Cc2ccco2)cc1` (configuration not stated) gave ROC1-CUL1 inh -1.
`CCOC(=O)C1=C(C)N=c2s/c(=C\c3ccccc3)c(=O)n2C1c1ccc(OC)cc1OC` (configuration not stated) gave ROC1-CUL1 inh -1.
CCCCOc1ccc(/C=C/C(=O)C2(C)COCOC2)cc1 was read as ROC1-CUL1 inh -3.
For CC1(C)C2([N+](=O)[O-])CN3CC1([N+](=O)[O-])CN(C2)C3c1cccs1 (configuration not stated) the results were ROC1-CUL1 inh 3.
Screening O=C(Nc1ccc2c(c1)ncn2-c1ccccc1)c1ccco1 returned ROC1-CUL1 inh 10.
For Cc1ncc(CO)c2c1Oc1nc(-c3ccc(Cl)cc3)nc(SCC(=O)N3CCCCC3)c1C2 the results were ROC1-CUL1 inh -6.
`Cc1ncc(C23CC4CC(CC(C4)C2)C3)s1` gave ROC1-CUL1 inh 1.
For COc1ccc(OC)c(C(=O)c2c(C)oc3ccc(O)c(CN4CCOCC4)c23)c1 the results were ROC1-CUL1 inh 6.
Screening COCCN1CCC(CN(CC2CCCO2)C(=O)c2ccc(Cl)cc2)CC1 (configuration not stated) returned ROC1-CUL1 inh -2.
`Cc1cn(C(=O)c2ccccc2)c(=S)n1-c1ccc(Cl)cc1` gave ROC1-CUL1 inh 2.
For N#Cc1c[nH]n2c(NC3CCCC3)c(-c3cccc(Cl)c3)nc12 the results were ROC1-CUL1 inh 5.
COC(=O)c1ccccc1Nc1ccccc1[N+](=O)[O-] was read as ROC1-CUL1 inh 10.
Screening Cc1cc(C)n(CC2(CNC(=O)Cn3ncc(N(C)C)cc3=O)CC2)n1 returned ROC1-CUL1 inh -2.
Screening CCS(=O)(=O)c1ncc(CN(C)Cc2cnccn2)n1CCc1ccccc1 returned ROC1-CUL1 inh -2.
`O=C(Nc1ccc2ccccc2c1)c1ccc(Cl)cc1` gave ROC1-CUL1 inh 16.
Screening C=CCOc1ccc(CNn2cn[nH]c2=S)cc1 returned ROC1-CUL1 inh 2.
`CCc1cc2c(=O)c(-c3ccc4c(c3)OCCCO4)c(C)oc2cc1OCC#N` gave ROC1-CUL1 inh 9.
CCC1CCCCN1C(=O)c1sc(-n2nc(C)c(Cc3ccccc3)c2C)nc1C (configuration not stated) was read as ROC1-CUL1 inh 2.
`C=C(C)Cn1c(=O)c2c(nc3n(-c4ccc(F)cc4)c(C)cn23)n(C)c1=O` gave ROC1-CUL1 inh -2.
Screening CCOc1ccc(C(=O)Nc2ccc3oc(-c4ccncc4)nc3c2)cc1 returned ROC1-CUL1 inh -5.
`CCCCc1nnc2sc(-c3ccccc3Cl)nn12` gave ROC1-CUL1 inh -8.
Screening O=C(NCc1ccc(Cl)c(Cl)c1)Nc1cccc(Cl)c1 returned ROC1-CUL1 inh 1.
COc1cccc(/C=C2\C=C(c3ccc(C)c(C)c3)OC2=O)c1OC was read as ROC1-CUL1 inh 6.
For Cc1nc(N2CCC(C(=O)N3CC4(C)CC3CC(C)(C)C4)CC2)nc2ccccc12 (configuration not stated) the results were ROC1-CUL1 inh -3.
`CC(=O)Nc1ccc(CN2CCC(C(Cc3ccccc3Cl)N(C)C(=O)c3ccco3)CC2)cc1` (configuration not stated) gave ROC1-CUL1 inh -1.
`CC1=NN(c2ccccc2)C(=O)/C1=C(\N=C1C(=O)N(c2ccccc2)N(C)C1C)c1ccccc1` (configuration not stated) gave ROC1-CUL1 inh 2.
Screening CC(=O)c1nn(-c2cccc(Cl)c2)cc1C(=O)c1ccc(Br)cc1 returned ROC1-CUL1 inh 2.
For COc1ccc(CNC(=O)c2sc3nc4c(cc3c2N)CN(C)CC4)cc1OC the results were ROC1-CUL1 inh 4.
Screening NS(=O)(=O)c1ccc(CCN=CC2C(=O)N(c3nc4ccccc4s3)N=C2c2ccccc2)cc1 (configuration not stated) returned ROC1-CUL1 inh 10.
CCc1ccc(NC(=O)c2ccc(Cn3nc(N4CCN(c5ccccc5)CC4)ccc3=O)o2)cc1 was read as ROC1-CUL1 inh -14.
`O=C(O)C(Sc1nncc2ccccc12)c1ccccc1` (configuration not stated) gave ROC1-CUL1 inh -6.
For O=c1cc(-c2ccc(F)cc2)nc(-c2ccc(CN3CC[C@H](O)C3)cc2)[nH]1 the results were ROC1-CUL1 inh 3.
COC(CNS(=O)(=O)c1c(C)cc(C)cc1C)OC was read as ROC1-CUL1 inh 2.
`O=C(c1cn(C2CCCCC2)nn1)N1CCOCC1` gave ROC1-CUL1 inh -1.
Screening COc1ccc(-c2noc(-c3ccc(OC(C)C)cc3)n2)cc1OC returned ROC1-CUL1 inh 0.
Screening COC(OC)c1sc(C=O)c(-c2c(C=O)sc(C(OC)OC)c2Br)c1Br returned ROC1-CUL1 inh -7.
For CCOC(=O)c1nn(-c2ccc(C(C)(C)C)cc2)c(=NC#N)s1 the results were ROC1-CUL1 inh -3.
For CCC(C(=O)Nc1ccc(C(C)=O)cc1)n1cnc2nc3c(cc2c1=O)CCCC3 (configuration not stated) the results were ROC1-CUL1 inh -3.
CN(Cc1ccncn1)c1ccc(-c2nc(Cc3ccc(F)cc3)no2)cn1 was read as ROC1-CUL1 inh 4.
CCCn1c(=N)c(C(=O)NC(C)c2ccccc2)cc2c(=O)n3ccccc3nc21 (configuration not stated) was read as ROC1-CUL1 inh -2.
For CCOC(=O)c1ccc(NC(=O)C2CC2(c2ccccc2)c2ccccc2)cc1 (configuration not stated) the results were ROC1-CUL1 inh 1.
`CCOc1cccc(C(=O)N(Cc2ccc(C)o2)C2CCS(=O)(=O)C2)c1` (configuration not stated) gave ROC1-CUL1 inh -10.
For CCN(CC)c1cc2c(cc1F)c(=O)c(S(=O)(=O)c1ccc(OC)cc1)cn2Cc1ccccc1 the results were ROC1-CUL1 inh -4.
N#CC1C(=O)N=C(c2ccc(Br)cc2)C=C1C(F)F (configuration not stated) was read as ROC1-CUL1 inh 0.

Filtered by structure: the compounds so far containing an aryl methoxy group
`CCOC(=O)C1=C(C)N=c2s/c(=C\c3ccccc3)c(=O)n2C1c1ccc(OC)cc1OC` (configuration not stated) gave ROC1-CUL1 inh -1.
For COc1ccc(OC)c(C(=O)c2c(C)oc3ccc(O)c(CN4CCOCC4)c23)c1 the results were ROC1-CUL1 inh 6.
COc1cccc(/C=C2\C=C(c3ccc(C)c(C)c3)OC2=O)c1OC was read as ROC1-CUL1 inh 6.
For COc1ccc(CNC(=O)c2sc3nc4c(cc3c2N)CN(C)CC4)cc1OC the results were ROC1-CUL1 inh 4.
Screening COc1ccc(-c2noc(-c3ccc(OC(C)C)cc3)n2)cc1OC returned ROC1-CUL1 inh 0.
For CCN(CC)c1cc2c(cc1F)c(=O)c(S(=O)(=O)c1ccc(OC)cc1)cn2Cc1ccccc1 the results were ROC1-CUL1 inh -4.

(further entries)
CCOc1ccccc1NC(=O)c1cnc(N2CCOCC2)c2ccccc12 was read as ROC1-CUL1 inh 2.
O=C(Cc1c[nH]c2ccccc12)NCC1Cc2c(F)ccc(-c3ccncc3)c2O1 (configuration not stated) was read as ROC1-CUL1 inh -3.
`CCOC(=O)NN(C(=O)OCC)C1(N(NC(=O)OCC)C(=O)OCC)C(=O)N(CC(=O)NC)C(=O)NC1=NC` gave ROC1-CUL1 inh 7.
For O=C1CC(CNCN2C(=O)c3ccccc3C2=O)=NC(=O)N1 the results were ROC1-CUL1 inh 3.
CCCCN(C)C(=O)c1cc(NC(=O)c2ccccc2)cc2ncn(C3CCCC3)c12 was read as ROC1-CUL1 inh 3.
For O=C(CCC1CCN(C(=O)CC2CCC(=O)N2)CC1)NCc1cccc(Cl)c1 (configuration not stated) the results were ROC1-CUL1 inh -3.
Screening Nc1c(C(=O)c2ccc3c(c2)OCO3)sc2nc3c(cc12)CCCCC3 returned ROC1-CUL1 inh -14.
Screening CCOc1ccccc1NC(=O)c1cc(C)oc1C returned ROC1-CUL1 inh 7.
Screening O=C(c1cccs1)c1cn(CCOc2ccccc2Cl)c2ccccc12 returned ROC1-CUL1 inh 6.
For COc1ccccc1OCC(=O)N1CCCC(Nc2ccc3c(c2)OCCO3)C1 (configuration not stated) the results were ROC1-CUL1 inh 6.
For Cc1ccc(S(=O)(=O)NCc2ccc(C(=O)NCCc3cccc(C)c3)cc2)cc1 the results were ROC1-CUL1 inh 3.
Cc1n[nH]c(=S)n(/N=C/c2c(C)n(C)c3ccccc23)c1=O was read as ROC1-CUL1 inh -1.
COc1ccc(Cl)cc1CNCCSc1nnnn1C was read as ROC1-CUL1 inh -5.
`CN(Cc1ccsc1)C(=O)CCC1(Cc2ccc(Cl)cc2)CCC(=O)N1` (configuration not stated) gave ROC1-CUL1 inh -3.
Screening CSc1nncc(/C(C)=N\Nc2ccccc2)n1 returned ROC1-CUL1 inh 0.
`CC(C)OCC(O)CN1CCN(CC(O)COc2ccc3c(c2)OCO3)CC1` (configuration not stated) gave ROC1-CUL1 inh 11.
For CC(C)N1CCNC(=O)C1CC(=O)NCCc1c[nH]c2ccccc12 (configuration not stated) the results were ROC1-CUL1 inh 5.
For COc1cccc2c1Oc1ncccc1N(c1ccc(C(=O)NCc3ccccc3Cl)s1)C2 the results were ROC1-CUL1 inh -3.
`COc1ccc(-c2nnc(SCC3=Nc4c(C)cc(C)cc4C(=O)C3)n2C)cc1` gave ROC1-CUL1 inh 11.
Screening CS(=O)(=O)N1CCC(C(=O)N2CCCC2)CC1 returned ROC1-CUL1 inh -1.
`CCc1cccc(C)c1NC(=O)c1nnn(-c2cc(C)cc(C)c2)c1C` gave ROC1-CUL1 inh 1.
CCN(CC)C(=O)C1CCN(S(=O)(=O)c2c(C)noc2/C=C/c2cccc(OC)c2)CC1 was read as ROC1-CUL1 inh 3.
For COc1ccc(OC)c(-c2csc(NC(=O)c3ccc(COc4ccccc4Br)cc3)n2)c1 the results were ROC1-CUL1 inh 8.
For Cc1cc(C)c(CSc2nnc(-c3ccc(Cl)cc3Cl)o2)c(C)c1 the results were ROC1-CUL1 inh 3.
For COc1ccc(Cn2c(SCc3ccc(C(=O)NC4CCCCC4)cc3)nc3ccncc32)cc1 the results were ROC1-CUL1 inh 9.
`COC(=O)C(CC(C)C)NC(=O)CSc1nnc2c3ccccc3n(C)c2n1` (configuration not stated) gave ROC1-CUL1 inh 4.
For COc1ccc(NC(=O)COc2ccc(-c3ccccc3)cc2)cc1OC the results were ROC1-CUL1 inh -4.
`O=C(Cc1ccc(Cl)cc1)Nc1ccc2oc(-c3ccccc3F)nc2c1` gave ROC1-CUL1 inh -6.
Fc1cccc(-c2n[nH]c3c2CN(Cc2ccc4nonc4c2)CC3)c1 was read as ROC1-CUL1 inh 0.
For COc1ccc(C2C3=C(CC(C)(C)CC3=O)N(CC(=O)O)C3=C2C(=O)CC(C)(C)C3)cc1OC the results were ROC1-CUL1 inh 0.
For CNc1ccc2c3c1C(=O)c1cccc4c1C3=S(S2)N4C (configuration not stated) the results were ROC1-CUL1 inh 4.
Screening Cc1[nH]c(=O)[nH]c(=O)c1NS(=O)(=O)c1ccccc1 returned ROC1-CUL1 inh 3.
`CCc1cccc(NC(=O)CCc2nc3cccnc3n2-c2ccccc2)c1` gave ROC1-CUL1 inh -7.
Screening C=CCOc1cccc(CNn2cn[nH]c2=S)c1 returned ROC1-CUL1 inh 8.
O=C(C1=NOC2(C(=O)c3ccccc3C2=O)C1c1ccccc1)c1ccccc1 (configuration not stated) was read as ROC1-CUL1 inh 5.
`CCc1cc2c(=O)n(-c3ccc(Cl)cc3)c(SCC(=O)Nc3ccc(Cl)cc3)nc2s1` gave ROC1-CUL1 inh 2.
`CC(C)Cc1ccc(C(C)C(=O)Nc2ccc(F)cc2)cc1` (configuration not stated) gave ROC1-CUL1 inh -4.
Screening Oc1cccc(CN2CCCCC2)c1 returned ROC1-CUL1 inh -7.
Screening Cc1ccc(CCNC(=O)c2cc(NC(=O)C3CCCO3)c3c(c2)nc(C2CCC2)n3C)cc1 (configuration not stated) returned ROC1-CUL1 inh -4.
Screening COc1ccc(Cn2c(C(=O)O)c(CNCCc3cc(OC)ccc3OC)c3ccc(C)cc32)cc1 returned ROC1-CUL1 inh 2.
Cc1ccc(-c2noc(-c3ccc(NCc4ccco4)c([N+](=O)[O-])c3)n2)cc1 was read as ROC1-CUL1 inh -5.
O=C1C2CCCCN2C(=O)N1CCCN1CCN(c2ccc(F)cc2)CC1 (configuration not stated) was read as ROC1-CUL1 inh 0.
`COc1ccc(-c2nc(C(=O)Nc3cccc(C(C)=O)c3)nn2-c2ccc(Cl)cc2)cc1` gave ROC1-CUL1 inh -2.
CCOC(=O)c1c(-c2ccccc2)csc1NC(=O)C(C)Oc1ccc(F)cc1 (configuration not stated) was read as ROC1-CUL1 inh -3.
For CCOC(=O)c1ccc(-c2ccc(/C=C3/C=C(c4ccccc4)N(c4ccc(-c5ccccc5)cc4)C3=O)o2)cc1 the results were ROC1-CUL1 inh 2.
Screening CCc1[nH]nc2c1C1(CCN(C)C[C@H]1C)C(C#N)C(=N)O2 (some centres not stated) returned ROC1-CUL1 inh -8.
`Cc1ccc(Cl)cc1NC(=O)c1ccccc1NC(=O)CCC(=O)O` gave ROC1-CUL1 inh -13.
Screening CCCCNS(=O)(=O)c1ccc2nc(-c3cccnc3)cc(C(=O)NC(C)C)c2c1 returned ROC1-CUL1 inh -1.

6 compounds picked at random from those above:
`O=C(O)C(Sc1nncc2ccccc12)c1ccccc1` (configuration not stated) gave ROC1-CUL1 inh -6.
Screening O=C(NCc1ccc(Cl)c(Cl)c1)Nc1cccc(Cl)c1 returned ROC1-CUL1 inh 1.
N#CC1C(=O)N=C(c2ccc(Br)cc2)C=C1C(F)F (configuration not stated) was read as ROC1-CUL1 inh 0.
For CCN(CC)c1cc2c(cc1F)c(=O)c(S(=O)(=O)c1ccc(OC)cc1)cn2Cc1ccccc1 the results were ROC1-CUL1 inh -4.
CN(Cc1ccncn1)c1ccc(-c2nc(Cc3ccc(F)cc3)no2)cn1 was read as ROC1-CUL1 inh 4.
For COc1ccc(OC)c(C(=O)c2c(C)oc3ccc(O)c(CN4CCOCC4)c23)c1 the results were ROC1-CUL1 inh 6.

Sorted by number of heavy atoms (smallest number first): 3 of the compounds above.
Cc1ccc(-c2noc(-c3ccc(NCc4ccco4)c([N+](=O)[O-])c3)n2)cc1 was read as ROC1-CUL1 inh -5.
O=C(C1=NOC2(C(=O)c3ccccc3C2=O)C1c1ccccc1)c1ccccc1 (configuration not stated) was read as ROC1-CUL1 inh 5.
Screening COc1ccc(Cn2c(C(=O)O)c(CNCCc3cc(OC)ccc3OC)c3ccc(C)cc32)cc1 returned ROC1-CUL1 inh 2.

Bioassay records (PubChem)
